Screening results deposited in PubChem BioAssay by several laboratories.
KKLEB cytotox: cytotoxicity in KKLEB CF airway cells, primary screen, cytotoxicity control for CF NF-kB inhibitor project, cell-based, uHTS, fluorescence assay plates. KKLEB CF airway cells viability, ATPlite luminescence, overnight; stronger effect = lower value; cells stimulated with P. aeruginosa culture filtrate. activity change (cytotoxicity), % at 5 µM. 0.36% of 360,000 active. AID 602141, 2011;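 active = corrected activity change at or below -50% at 5 µM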
NR2E3 ag-1: NR2E3 agonists in two-hybrid cells, primary screen, cell-based, luminescence, CHO-S, Gal4-NCOR/VP16-NR2E3; luciferase; inhibition of corepressor binding, % at 3.98 µM; 0.35% of 360,000 active; AID 602229, 2012;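 active = inhibition above the mean of all tested compounds plus 3 SD, cut at about 70% in these data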;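 also: 0% = DMSO with NR2E3 transfected cells and 100% = cells lacking NR2E3 construct; higher means lower luciferase signal from less NR2E3 corepressor binding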
Target sequence (Q9Y5X4 whole entry, looked up, the tested form may be a part): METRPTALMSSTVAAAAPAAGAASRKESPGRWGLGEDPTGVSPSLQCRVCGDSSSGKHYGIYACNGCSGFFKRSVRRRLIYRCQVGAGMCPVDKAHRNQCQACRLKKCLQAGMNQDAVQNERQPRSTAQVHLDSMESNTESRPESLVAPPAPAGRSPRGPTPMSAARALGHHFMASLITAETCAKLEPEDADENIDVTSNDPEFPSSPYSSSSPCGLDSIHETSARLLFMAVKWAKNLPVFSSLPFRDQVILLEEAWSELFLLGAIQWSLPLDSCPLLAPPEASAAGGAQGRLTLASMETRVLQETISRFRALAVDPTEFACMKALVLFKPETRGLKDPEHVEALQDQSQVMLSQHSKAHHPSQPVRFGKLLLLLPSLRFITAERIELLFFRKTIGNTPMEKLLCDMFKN
CF NFkB block: inhibitors of PAF-induced NF-kB signaling, primary screen, cell-based, GFP fluorescence, uHTS. KKLEB NF-kB-GFP reporter, GFP fluorescence overnight. inhibition, % at 5 µM. 0.86% of 360,000 active;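 active = at least 50% inhibition at 5 µM, scaled per plate between neutral and stimulator controls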;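 also: PAF is a Pseudomonas aeruginosa culture filtrate used as stimulus; plate controls were PAF-stimulated DMSO wells for no effect and unstimulated DMSO wells for full effect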
Vif inh: HIV Vif self-association inhibitors, primary screen, imaging, HEK293T, single point | HEK293T cells, Vif self-association by quenched fluorescence, 24 h | inhibition, % at 7.49 µM | 0.35% of 340,000 active | AID 602346, 2012; in the data active = inhibition above about 50%, passing the limit was not always enough; also: some results filed as inactive read as strong as hits
HIF-2a block: HIF-2a reporter inhibitors, primary screen, luminescence, 786-0 RCC cells; 786-0 RCC cells HIF-2a reporter, luciferase luminescence, overnight; inhibition, % at 18.8 µM; 0.72% of 360,000 active;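 active = inhibition of the luminescence signal of 40% or more relative to plate controls, in a single-dose primary screen at 18.75 µM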
Peg3 prom inh: Peg3 promoter-driven luciferase inhibitors, primary screen, cell-based, HeLa, luciferase luminescence. inhibition, % at 20 µM. AID 588405, 2011. HeLa PEG-Prom luciferase reporter, overnight. 1.7% of 360,000 active;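 active = inhibition of at least 50% at 20 µM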
PDI inh: inhibitors of human PDI, primary screen, biochemical, turbidity, single point, plate reader. Protein disulfide-isomerase (Homo sapiens), P07237. PDI insulin aggregation turbidity, A650, 90 min. inhibition, % at 10 µM. 0.052% of 350,000 active;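 active = mean inhibition across replicates of 30% or more, whatever share of single replicates reach that level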;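 also: absorbance from insulin aggregation driven by PDI reduction with DTT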
Target sequence (P07237 whole entry, looked up): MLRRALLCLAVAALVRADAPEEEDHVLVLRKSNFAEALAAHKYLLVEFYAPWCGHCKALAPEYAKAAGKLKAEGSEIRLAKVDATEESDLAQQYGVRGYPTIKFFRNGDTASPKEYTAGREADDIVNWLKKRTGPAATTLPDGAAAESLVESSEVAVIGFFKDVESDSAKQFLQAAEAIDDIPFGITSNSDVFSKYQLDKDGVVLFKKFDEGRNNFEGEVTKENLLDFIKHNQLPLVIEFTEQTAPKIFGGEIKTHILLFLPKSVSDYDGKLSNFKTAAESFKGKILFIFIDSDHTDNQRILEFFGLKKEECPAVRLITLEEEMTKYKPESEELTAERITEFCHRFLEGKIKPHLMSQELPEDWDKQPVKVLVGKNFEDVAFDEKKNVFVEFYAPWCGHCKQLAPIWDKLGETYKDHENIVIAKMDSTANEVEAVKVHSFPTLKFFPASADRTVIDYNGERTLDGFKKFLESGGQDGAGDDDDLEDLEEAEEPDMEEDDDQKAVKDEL
TRPM1 prom inh: inhibitors of MITF-dependent TRPM1 promoter reporter, primary screen, cell-based, SK-MEL-5, single point, luciferase; SK-MEL-5 TRPM1 promoter luciferase, 24 h; inhibition, % at 12.5 µM; 0.83% of 330,000 active;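 active = mean inhibition across replicates of 60% or more, whatever share of single replicates reaches that level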; also: values of inactives mirror those of a sister screen read the other way
CaV13 FRET inh: Disruptors of the CACNA1D IQ motif to Ca2+-dependent inactivation inhibitor domain association, primary screening, Förster resonance energy transfer in intact living …; AID 743397; HEK cells, CFP/YFP FRET ICDI-IQ, plate reader, 10 min; percent FRET-ratio fall versus neutral wells; 0.098% of 340,000 active; inhibition, % at 12.3 µM;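 active = mean replicate inhibition of at least 30% and at least 1% of replicates passing that level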;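 also: 0% = median of the neutral control wells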
Shn3 3UTR inh: reduction of Shn3 3'UTR firefly luciferase signal, primary screen, Schnurri-3 inhibitor project, cell-based, Clone20 osteoblasts, set 2. inhibition, % at 12.5 µM. 0.52% of 360,000 active. Clone20 osteoblast Shn3 3'UTR firefly luciferase, 24 h;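 active = mean inhibition of at least 75% with every replicate also reaching 75%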;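 also: 0% = median of neutral control wells and 100% = pilot-screen positive control compound; some compounds past the cut are filed as inactive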
NR2E3 ag-2: inhibitors of NR2E3-RetCOR corepressor binding, primary screen, NR2E3 agonist project, biochemical, TR-FRET, GST-NR2E3, biotin-RetCOR; 1536-well; 0.12% of 320,000 active; inhibition of corepressor binding, % at 4.78 µM; AID 2300, 2010; Photoreceptor-specific nuclear receptor (Homo sapiens), Q9Y5X4;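 active = percent inhibition above the cutoff of mean plus 3 SD of all tested compounds, set per screening campaign, cut at about 20% in these data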;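 also: 0% = DMSO wells and 100% = biotin wells as full block of FRET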
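System: GST-NR2E3 and biotin-RetCOR proteins; probe or stimulus: 7 nM biotin-RetCOR; doses: compound at 4.8 µM, single dose; schedule: Compound–protein incubation for 5 h at 4 °C; detection: time-resolved FRET; read-out: percent inhibition; controls: biotin wells as high control, 0.6% DMSO wells as low control; format: 1536-well plates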
* = called active by the depositor; nt = no result given. An unsorted share of the library; any-hit rate near 3.3%.

Molecule	KKLEB cytotox	NR2E3 ag-1	CF NFkB block	Vif inh	HIF-2a block	Peg3 prom inh	PDI inh	TRPM1 prom inh	CaV13 FRET inh	Shn3 3UTR inh	NR2E3 ag-2
CC(=O)NC(=S)Nc1cccc(S(=O)(=O)NC2=NCCC2)c1	2	15	-8	-4	18	-3	1	-1	-11	15	0
CCc1ccc(OCC(=O)N/N=C(\C)c2ccc(O)cc2O)cc1	-10	-24	-10	9	5	30	-5	14	-6	46	4
COC(=O)CN(c1ccccc1F)S(=O)(=O)c1ccccc1	-6	-14	9	0	13	20	-8	-6	-5	3	-1
CCN(CC1COc2ccccc2O1)C(=S)NCCCN(C)C (configuration not stated)	8	-16	-24	3	11	9	9	2	-6	0	2
OC1(c2ccccc2)CC(c2ccccc2)c2ccccc2O1 (configuration not stated)	1	9	11	0	5	46	-3	7	-13	-6	nt
CCSc1nnc(NC(=O)c2cc(C)nc3ccccc23)s1	8	-5	-5	-6	11	3	14	-10	nt	-6	1
COc1ccc(CCNC(=O)C2CCC(C(C)(C)C)CC2)cc1OC (configuration not stated)	9	-14	-15	-2	15	21	-2	8	-2	12	2
CCCCN(C(=O)c1ccc(C)cc1)c1c(N)n(CCC)c(=O)[nH]c1=O	0	-20	1	18	12	10	-12	-6	-3	0	3
COc1cccc(C(=O)c2c[nH]c(C(=O)NCc3cccnc3)c2)c1	5	-3	0	-1	-5	-17	-1	-8	-4	15	-2
C#CCOCCOCCOCCNc1nc(N2CCN(C(=O)[C@H](C)n3cc(CCC(=O)O)nn3)CC2)nc(N2CCN(C(=O)[C@H](C)n3cc(CCC(=O)O)nn3)CC2)n1	4	16	-1	-4	8	4	-1	3	-9	-4	nt
O=C(NNc1c(F)c(F)cc(F)c1F)C1CCN(S(=O)(=O)c2ccccc2F)CC1	12	-10	-6	-10	11	-2	7	0	-15	-16	nt
O=C(O)/C=C/C(=O)Nc1ccc(OC(F)(F)F)cc1Br	3	-11	-24	2	0	-8	-3	2	-5	2	3
O=C(/C=C/c1c(F)cccc1Cl)NCCCN1CCOCC1	7	-45	3	2	3	6	6	0	-3	2	6
CNC(=O)c1[nH]cnc1C(=O)Nc1ccccc1	8	-16	7	-6	-63	-46	-4	-19	-11	6	0
Nc1cc(N)nc(SCCc2ccccc2)n1	-2	-52	-25	7	-165	-125	-1	-35	-20	-30	-1
O=C(CNC(=O)Cc1cccc2ccccc12)NCc1ccc(F)cc1	6	0	-6	1	14	0	11	-13	-3	6	2
NC(=O)C1CCN(c2ccc(C(F)(F)F)cn2)CC1	-4	10	-3	-10	16	8	2	6	-7	-2	2
O=C1CCC(=O)N1CCCCCc1nc(-c2ccccc2)no1	3	-44	-3	26	-190	-141	1	-64	-5	-24	-2
O=C(CCC1CCCC1)N1CCN(C(=O)c2cccnc2)CC1	4	3	-6	6	-3	0	-3	-13	-3	28	1
COc1ccc(N(C)C(=O)c2cc3c(s2)-c2ccccc2S(=O)(=O)C3)cc1	-7	28	17	8	-15	3	3	-11	5	-5	3

Sorted by the number under CF NFkB block (descending): 4 from the list above.
SMILES	NR2E3 ag-1	CF NFkB block	Vif inh	HIF-2a block	Peg3 prom inh	PDI inh	TRPM1 prom inh	CaV13 FRET inh	Shn3 3UTR inh	NR2E3 ag-2
CCSc1nnc(NC(=O)c2cc(C)nc3ccccc23)s1	-5	-5	-6	11	3	14	-10	nt	-6	1
O=C(CCC1CCCC1)N1CCN(C(=O)c2cccnc2)CC1	3	-6	6	-3	0	-3	-13	-3	28	1
CCN(CC1COc2ccccc2O1)C(=S)NCCCN(C)C (configuration not stated)	-16	-24	3	11	9	9	2	-6	0	2
Nc1cc(N)nc(SCCc2ccccc2)n1	-52	-25	7	-165	-125	-1	-35	-20	-30	-1

The listing picks up; the 2 compounds before the break are reprinted first.
Screens by letter – A = KKLEB cytotox; B = NR2E3 ag-1; C = CF NFkB block; D = Vif inh; E = HIF-2a block; F = Peg3 prom inh; G = PDI inh; H = TRPM1 prom inh; I = CaV13 FRET inh; J = Shn3 3UTR inh; K = NR2E3 ag-2
O=C(CCC1CCCC1)N1CCN(C(=O)c2cccnc2)CC1
  A: 4; B: 3; C: -6; D: 6; E: -3; F: 0; G: -3; H: -13; I: -3; J: 28; K: 1

COc1ccc(N(C)C(=O)c2cc3c(s2)-c2ccccc2S(=O)(=O)C3)cc1
  A: -7; B: 28; C: 17; D: 8; E: -15; F: 3; G: 3; H: -11; I: 5; J: -5; K: 3

COCCn1c(N)c(N(Cc2ccccc2)C(=O)C2CCCCC2)c(=O)[nH]c1=O
  A: 1; B: -3; C: -3; D: 4; E: 15; F: 11; G: 0; H: -22; I: -7; J: 10; K: -6

N/C(=N\OC(=O)c1cccc([N+](=O)[O-])c1)c1ccccn1
  A: 13; B: -78; C: -37; D: -3; E: -170; F: -173; G: -4; H: -8; I: 6; J: -22; K: 3

O=C(Cc1cccs1)NC1CCCC1
  A: -5; B: 4; C: -4; D: 4; E: 13; F: 1; G: 4; H: 9; I: 0; J: -17; K: -1

Cc1ccc2nc(-c3cccnc3)c(Nc3ccccc3C)n2c1
  A: 3; B: 9; C: -18; D: -2; E: 13; F: 15; G: 3; H: -2; I: -15; J: 8; K: 3

COc1ccc(C2=NN(C(=O)CCC(=O)O)C(c3ccc([N+](=O)[O-])cc3)C2)cc1 (configuration not stated)
  A: 4; B: -5; C: 11; D: 4; E: 16; F: 16; G: -10; H: -19; I: -4; J: -15; K: nt

CCn1c(SCC(=O)N2CCCc3ccccc32)nc2c1c(=O)n(C)c(=O)n2C
  A: 1; B: 17; C: 8; D: -7; E: 13; F: 31; G: -3; H: -3; I: -10; J: 2; K: 2

CS(=O)(=O)c1ccc(NC(=O)CCN2C(=O)NC3(CCCC3)C2=O)cc1
  A: -4; B: -29; C: 0; D: -3; E: 12; F: -1; G: 10; H: 3; I: -4; J: -9; K: 0

Cc1ccc(C(=O)C(C)OC(=O)Cc2c[nH]c3ccccc23)cc1 (configuration not stated)
  A: 3; B: -8; C: -6; D: nt; E: 11; F: -2; G: -4; H: 4; I: -2; J: -13; K: -2

COc1ccc(C(=O)N2CCOC2CNC(=O)C(=O)NCCc2ccc(OC)c(OC)c2)cc1 (configuration not stated)
  A: 0; B: 9; C: -4; D: -2; E: 0; F: 10; G: 6; H: 1; I: -2; J: 2; K: 2

O=C(CSc1nnc(SCc2ccccc2)s1)N/N=C/C=C/c1ccco1
  A: 14; B: 2; C: -9; D: -3; E: -2; F: -9; G: -1; H: -7; I: -6; J: -35; K: 0

Remaining list, next part:
Screens by letter – A = KKLEB cytotox; B = NR2E3 ag-1; C = CF NFkB block; D = Vif inh; E = HIF-2a block; F = Peg3 prom inh; G = PDI inh; H = TRPM1 prom inh; I = CaV13 FRET inh; J = Shn3 3UTR inh; K = NR2E3 ag-2
CC(OC(=O)CN1C(=O)NC2(CCCCC2C)C1=O)c1ccccc1 (configuration not stated)
  A: -20; B: 2; C: 7; D: 25; E: 4; F: 5; G: -9; H: -6; I: -6; J: -11; K: 1

O=C(N=C1SC2CS(=O)(=O)CC2N1Cc1ccccc1)C1CC1 (configuration not stated)
  A: 17; B: 4; C: -25; D: -1; E: 17; F: 6; G: -19; H: nt; I: -15; J: -37; K: nt

COc1cccc(OC)c1OCCNC(C)(C)C
  A: -23; B: -13; C: 3; D: -13; E: 7; F: 13; G: 17; H: 6; I: -5; J: 20; K: 2

COc1ccc(NC(=O)CN(C)CC(=O)Nc2ccc(N3CCOCC3)cc2)c([N+](=O)[O-])c1
  A: -9; B: 10; C: 5; D: 14; E: -2; F: 1; G: -1; H: 5; I: -7; J: -1; K: 4

CC(C)(C)OC(=O)N1CCC[C@H]1c1nnc(SC/C=C/c2ccccc2)o1
  A: -14; B: 6; C: 4; D: -3; E: 11; F: 7; G: 0; H: 10; I: -3; J: 9; K: -1

COc1cc(C(C)=O)ccc1OCCN1CCC(Cc2ccccc2)CC1
  A: -3; B: -4; C: -2; D: 4; E: 17; F: -1; G: -11; H: 6; I: 5; J: -4; K: -1

CCC(=O)Nc1c(C(=O)Nc2cccc(OC)c2)oc2ccccc12
  A: -2; B: -7; C: -6; D: 4; E: -160; F: -101; G: 5; H: -73; I: -8; J: -57; K: 0

COC(=O)c1cc(=O)cc(C(=O)OC)o1
  A: 0; B: 10; C: 4; D: 0; E: 15; F: 5; G: -7; H: -9; I: -3; J: 16; K: 2

CC(C)(C)OC(=O)C[C@H]1C/C=C\C[C@H](CC(=O)N[C@H](CO)Cc2ccccc2)C(=O)N[C@H](Cc2ccccc2)COC1=O
  A: 7; B: -16; C: -5; D: -3; E: -14; F: 9; G: 0; H: 13; I: -3; J: 8; K: nt

N#CCc1ccc(OC(=O)c2cnccc2C(F)(F)F)cc1
  A: 7; B: -23; C: 8; D: 8; E: 18; F: 7; G: 8; H: 5; I: -19; J: -3; K: 2

O=c1ccoc2ccccc12
  A: 1; B: -11; C: -5; D: 16; E: 14; F: -14; G: nt; H: nt; I: nt; J: -22; K: nt

CCC(=O)Nc1ccc(C(=O)Nc2cccnc2)cc1
  A: 9; B: -1; C: -1; D: -4; E: -24; F: -50; G: -3; H: -20; I: -8; J: -29; K: 4

Part of the list above, limited to Vif inh.
| SMILES | Vif inh |
| --- | --- |
| COc1ccc(NC(=O)CN(C)CC(=O)Nc2ccc(N3CCOCC3)cc2)c([N+](=O)[O-])c1 | 14 |
| CC(C)(C)OC(=O)N1CCC[C@H]1c1nnc(SC/C=C/c2ccccc2)o1 | -3 |
